cytoskel mod – alters cytoskeleton assembly in HUVEC cells; HUVEC TNFa F-actin phalloidin imaging, high content; inhibition, % at 2 µM; 0.18% of 91,000 active; AID 836;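 active = inhibition above the batch mean plus 3 SD and confirmed as a hit by visual image inspection, cut at about 30% in these data, passing the limit was not always enough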; also: strong numbers were not always called active
Smad3 inh – Smad3 (human) transcription factor binding inhibition | AID 630 | TR-FRET Smad3/Dy647-FoxH1 peptide binding, europium anti-His | inhibition, % at 25 µM | 0.29% of 88,000 active;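 active = compounds that reduce the energy-transfer binding signal between the protein and its labelled peptide by more than half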;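 also: 0% = Smad3 plus labelled peptide maximal FRET and 100% = peptide-only background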
Target sequence (P84022 whole entry, looked up): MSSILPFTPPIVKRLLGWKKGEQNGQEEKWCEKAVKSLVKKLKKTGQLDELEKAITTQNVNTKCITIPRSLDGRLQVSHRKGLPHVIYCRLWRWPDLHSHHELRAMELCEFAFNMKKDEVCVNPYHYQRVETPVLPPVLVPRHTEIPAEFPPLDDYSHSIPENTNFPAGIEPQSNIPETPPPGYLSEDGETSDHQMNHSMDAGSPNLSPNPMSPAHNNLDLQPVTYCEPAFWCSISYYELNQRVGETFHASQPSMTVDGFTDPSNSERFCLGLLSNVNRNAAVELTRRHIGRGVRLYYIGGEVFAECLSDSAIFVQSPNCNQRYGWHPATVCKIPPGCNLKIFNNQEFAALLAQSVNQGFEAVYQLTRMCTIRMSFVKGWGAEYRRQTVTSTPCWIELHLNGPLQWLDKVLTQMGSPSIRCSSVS
Candida biofilm – kills Candida albicans biofilms | C. albicans biofilm + clotrimazole, Alamar Blue | inhibition, % at 6 µM | 0.14% of 85,000 active;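 active = inhibition above 20%; inactive = inhibition below 20%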;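 also: preformed 24 hr biofilms exposed to compound for 48 hr; 0% = biofilm without compound and 100% = blank killed by clotrimazole plus chlorhexidine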
ERb coact inh – ER-beta (human) coactivator binding inhibition. Q92731. TR-FRET ER-beta LBD / SRC1-Cy5 peptide binding; receptor agonist-loaded with 1 µM estradiol. inhibition, % at 25.6 µM. 1.3% of 86,000 active;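 active = compounds whose percent inhibition of the receptor-coactivator binding signal exceeds about 50% in the single-dose screen, limit read from the data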;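 also: 0% = receptor plus peptide wells without compound and 100% = peptide-only wells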
Target sequence (Q92731 whole entry, looked up, the tested form may be a part): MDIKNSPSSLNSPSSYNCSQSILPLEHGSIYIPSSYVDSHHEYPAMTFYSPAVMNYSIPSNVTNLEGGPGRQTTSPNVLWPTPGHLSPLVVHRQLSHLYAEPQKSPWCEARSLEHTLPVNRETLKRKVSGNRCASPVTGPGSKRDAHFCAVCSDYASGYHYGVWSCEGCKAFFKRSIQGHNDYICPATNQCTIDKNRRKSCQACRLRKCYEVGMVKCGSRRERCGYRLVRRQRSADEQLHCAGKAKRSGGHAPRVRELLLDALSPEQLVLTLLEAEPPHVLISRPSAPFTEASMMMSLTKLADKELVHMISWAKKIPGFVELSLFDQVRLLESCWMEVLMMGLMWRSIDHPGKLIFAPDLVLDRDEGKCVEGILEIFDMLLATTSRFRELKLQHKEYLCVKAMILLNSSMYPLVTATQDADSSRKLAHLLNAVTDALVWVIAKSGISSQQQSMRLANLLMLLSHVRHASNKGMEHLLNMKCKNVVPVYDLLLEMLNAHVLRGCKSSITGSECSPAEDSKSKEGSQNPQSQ
sEH inhibitor – inhibitors of human soluble epoxide hydrolase; P34913; inhibition, % at 2 µM; 0.34% of 91,000 active; recombinant human sEH enzymatic activity assay; AID 707; in the data active = inhibition above about 80%; also: values of inactives mirror those of a sister screen read the other way; many of its hits are not listed in these tables
sEH act – activators of human soluble epoxide hydrolase. P34913. purified human sEH enzymatic activity, activator screen. activation, % at 2 µM. 0.04% of 91,000 active; in the data active = activation above about 37%; also: values of inactives mirror those of a sister screen read the other way
HUVEC tox TNFa – toxic to HUVEC cells under TNF alpha stimulation. cell count reduction, % at 2 µM. 0.17% of 93,000 active. HUVEC TNFalpha-stimulated, Hoechst cell count, imaging;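 active = cell count reduction exceeding the screen mean by over 5 SD, scaled to untreated wells per plate, cut at about 78% in these data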;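 also: cells counted after 24 h of TNF alpha exposure following the 1 h pretreatment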
VCAM1 TNFa inh – reduces TNF alpha induced VCAM1 expression in HUVEC; AID 802; HUVEC TNFa-induced VCAM-1 immunofluorescence, high-content imaging; 0.48% of 95,000 active; inhibition, % at 2 µM;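 active = inhibition above the batch mean plus 3 SD, with images confirmed as a hit by eye, cut at about 37% in these data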;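 also: 0% = TNF-stimulated DMSO wells and 100% = unstimulated control wells; not every result past the cut was called active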
HUVEC tox IL1B – HUVEC cytotoxicity counter-screen, IL-1B stimulated | 0.41% of 94,000 active | cell count reduction, % at 2 µM | HUVEC cell count loss, Hoechst imaging;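 active = cell count reduction more than 3 SD above the screen-wide mean, cut at about 70% in these data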;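 also: normalized per plate to untreated control cells as the no-loss baseline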
Active calls of the source: *; x = not tested or not shown; & = joins results of further samples; [ ] = dose if it differs, or a comment. Only part of the results is shown (hit frequency here may not be typical).

SMILES	cytoskel mod	Smad3 inh	Candida biofilm	ERb coact inh	sEH inhibitor	sEH act	HUVEC tox TNFa	VCAM1 TNFa inh	HUVEC tox IL1B
COc1ccc(CC(=O)NCCN2CCCC2)cc1	17	11	5	-11	7	-4	6	19	3
O=C(O)c1ccc(F)c(S(=O)(=O)Nc2ccccc2)c1	4	-2	4	9[fluorescence artefact?]	1	0	-23	-1	0
CCOC(=O)c1ccc(CSc2nncn2N)o1	-16	0	1	-11	14	-12	12	7	-28
CCOc1cc(NC(=O)c2ccco2)c(OCC)cc1NC(=O)COc1ccccc1	14	-2	6	48[fluorescence artefact?]	7	-7	-36	2	-6
O=C(CCCn1c(=O)oc2ccccc21)Nc1cccnc1	14	-9	5	7	x	x	1	17	12
Cc1cccc(NC(=O)c2ccccc2NC(=O)C(C)(C)C)n1	11	0	5	-3[fluorescence artefact?]	-10	10	-29	-6	-8
CCCCCN1C2=NCCN2c2ccccc21	-10	10	11	-11	-18	21	-8	9	-11
COc1ccc(OC)c(Nc2nc(-c3cccs3)cs2)c1	-13	11	7	7[fluorescence artefact?]	9	-6	-11	33	-39
CCOC(=O)c1c(C)[nH]c(C)c1C(=O)CSc1ncccn1	-8	x	x	x	6	-7	-10	22	-6
COc1cccc(NC(=O)CSc2nccn2-c2cccc(OC)c2)c1	-18	1	6	-6	10	-10	-34	-2	-28
O=C(NCc1ccc2c(c1)OCO2)C(=O)NC1CCCCC1	-27	13[fluorescence artefact?]	4	4	2	-2	3	-6	-1
CCc1nnc(NC(=O)c2ccc3c(c2)C(=O)N(C(C)(C)C)C3=O)s1	-15	-8	6	8	7	-8	-3	18	5
CCS(=O)(=O)Nc1ccc(Cc2ccncc2)cc1	-8	4	7	-10[fluorescence artefact?]	0	-2	4	-9	1
S=c1[nH]nc(-c2ccc(Br)o2)n1Cc1ccccc1	18	x	x	x	11	-8	-23	6	-27
CC(=O)Nc1nc(COc2ccc3ccccc3c2)cs1	4	4[fluorescence artefact?]	5	2[fluorescence artefact?]	-12	12	-19	-1	-10
CCCCCC(=O)N/N=C(\C)c1ccc(NC(=O)c2ccco2)cc1	-34	x	x	x	42	-40	-3	12	-53
CCOC(=O)Cc1cc(=O)c2c(=O)n(-c3ccccc3)[nH]c2[nH]1	3	-14[fluorescence artefact?]	x	-1[fluorescence artefact?]	-3	1	-25	-21	-6
COc1ccc(-n2c(N)c(C(=O)NCc3ccco3)c3nc4ccccc4nc32)cc1	-17	x	x	x	-9	10	-13	0	-3
COc1cccc(OC)c1C(=O)Nc1cccc(C(C)=O)c1	-4	0	3	-1	0	-1	6	-10	-3
Cc1ccc(C(=O)CSc2nc(C)cc(SCc3nnc(-c4ccccc4)o3)n2)cc1	-3	8	-2	1	-18	14	11	-12	-19
COc1ccc(N2CCN(S(=O)(=O)c3cccc4nsnc34)CC2)cc1	x	-5	3	6[fluorescence artefact?]	-14	14	-18	3	-4
O=[N+]([O-])c1cc([N+](=O)[O-])c(N2CCCCCC2)cc1NCCO	-14	x	x	x	-24	21	14	32	-75
N#Cc1c2n(c3c(=O)n(CC(=O)c4ccc(Br)cc4)cnc13)CCCC2	-18	-6	2	1	6	-7	-20	10	-8
Cc1ccc(Cn2nnc3c(=O)n(Cc4cccc(C)c4)cnc32)cc1	6	7	6	15	10	-7	-26	-5	-63

An excerpt from above in order of their number in cytoskel mod, low to high.
Structure,cytoskel mod
CCCCCC(=O)N/N=C(\C)c1ccc(NC(=O)c2ccco2)cc1,-34
Cc1ccc(C(=O)CSc2nc(C)cc(SCc3nnc(-c4ccccc4)o3)n2)cc1,-3
Cc1ccc(Cn2nnc3c(=O)n(Cc4cccc(C)c4)cnc32)cc1,6

Following part
SMILES	cytoskel mod	Smad3 inh	Candida biofilm	ERb coact inh	sEH inhibitor	sEH act	HUVEC tox TNFa	VCAM1 TNFa inh	HUVEC tox IL1B
Cn1nc(C(F)(F)F)c2cc(NC(=O)OCc3ccc(C(C)(C)C)cc3)sc21	-5	-16	1	2	-14	13	-14	-6	-4
CCCCOC(=O)CSc1nnc(N)s1	x	4	6	4	-1	3	-34	3	-52
NC(=O)c1cc(S(=O)(=O)Nc2cccc(F)c2)co1	1	-9	-3	26	-6	8	-8	3	1
C=CCc1cccc2cc(C(=O)OCC(=O)c3ccccc3)c(=O)oc12	4	8	-1	-2[fluorescence artefact?]	-6	4	6	18	86*
Cc1nc2cc(NC(=O)N(C)c3ccc4ccccc4c3)ccc2o1	-7	4	5	12	7	-8	-4	2	29
O=C1CC(N2CCC(c3nc4ccccc4[nH]3)CC2)C(=O)N1Cc1ccccc1 (stereo unspecified)	x	8	5	-25[fluorescence artefact?]	18	-13	x	x	-24
CCOC(=O)c1c(C)[nH]c(C)c1C(=O)CSc1nnc(-c2ccncc2)n1C	-10	0	4	-1	4	-4	-16	4	-5
O=C(O)CSc1nc2ccccc2[nH]1	7	-11&-1	3	-29	9	-7	-11	11	32
O=C(COC(=O)C1(c2ccc(F)cc2)CCCC1)N1CCN(C(=O)c2ccco2)CC1	-17	0	7	-2	-17	18	-40	-5	-8
CCOc1ccc(NC(=O)CSc2nnc(C3CC3)n2N)cc1	-4	-3	5	-4	x	x	-11	-4	-5
COc1ccc(NS(=O)(=O)c2ccc3c(c2)n(C)c(=O)n3C)cc1	-2	x	x	x	4	-6	-14	-9	6
CN(C)CCCn1c(N)c(C#N)c2nc(C#N)c(C#N)nc21	12	6	5	40[fluorescence artefact?]	-19	20	2	8	16
O=C(O)c1cc(Cl)c2ccccc2c1O	-6	2	2	-18	-7	9	x	16	-14
COc1ccc(S(=O)(=O)Nc2nc(C(F)(F)F)cs2)cc1	13	3	7	-3	7	-7	-35	0	-10
CC(C)[C@@H]1NC(=O)N(c2ccc(Oc3ccccc3)cc2)C1=O	2	-1	x	1	-1	0	43	-18	-11
Cc1occc1C(=O)N1CCN(C(c2ccccc2)c2ccccc2)CC1	9	8	-7	3	0	1	-10	4	-12
O=C(O)C1NCCc2ccccc21 (stereo unspecified)	2	-7	2	-9[fluorescence artefact?]	7	-6	-25	-13	-17
C=CCSc1nc2ccccc2n1S(=O)(=O)c1ccc(Cl)cc1	3	3	3	22	-2	2	-21	-3	0
CCOc1ccc(NCCC#N)cc1	-30	3	1	-8	-1	0	-23	-6	-15
CCN1C=C(Cc2cccs2)C2=C(C1)C(c1cccs1)C(C#N)=C(N)O2 (stereo unspecified)	-42	6	0	23[fluorescence artefact?]	7	-5	-11	7	-40
Cc1ccc(-c2n[nH]c(=S)n2/N=C/c2cccn2C)cc1	-12	x	x	x	-1	-1	-23	11	-35
Cc1cc(NCCN2CCOCC2)n2c(nc3ccccc32)c1C#N	17	-6	2	12	2	-2	-18	19	-7
CN(C)C=Nc1ncc2c([nH]c3ccccc32)c1C#N	-5	8	6	5	-2	3	2	-14	-9
COc1ccc(N=Nc2nc3ccc(Br)cc3n2C)cc1	8	x	x	x	0	-1	-1	3	-1
CCOC(=O)c1c(C)c(C(=O)NC2CCCCC2)c(C)n1CC	-7	-6	6	10	-22	19	-12	6	7
O=C(CN(CC1CCCO1)C(=O)CCC(=O)Nc1ccccn1)NCC1CCCO1 (stereo unspecified)	11	4	0	-4	1	-4	5	15	-11
Nc1nc2ccccc2n1/N=C/c1cccnc1	-4	17	5	-6	7	-6	-16	20	-34
CCCSCCCNC(=O)CC1Oc2ccccc2NC1=O (stereo unspecified)	-9	-3	2	2	-4	3	-8	19	8
COc1cc(OC)cc(-c2cc3nc(C)c(CCC(=O)O)c(C)n3n2)c1	14	x	x	x	9	-7	-32	7	-140
COCC(C)n1c(C)cc(C(=O)Cn2c(=O)oc3ccccc32)c1C (stereo unspecified)	-14	7	0	-4[fluorescence artefact?]	x	x	-1	12	-1
COc1ccc(Cc2nc(-c3ccccc3)no2)cc1	21	-5	-1	-5[fluorescence artefact?]	12	-12	-12	13	-10
CSc1ncccc1C(=O)OCC(=O)Nc1cc(C(F)(F)F)ccc1N1CCOCC1	-3	5	-2	-4	0	1	5	-16	-12
CCN(CC)c1ccc(NS(=O)(=O)c2ccc3c(c2)oc(=O)n3C)c(C)c1	3	7	10	20	10	-8	-25	17	1
O=C(Nc1cc(F)ccc1F)C1CCCO1 (stereo unspecified)	0	-2	3	6[fluorescence artefact?]	-8	11	-15	21	4
CCOC(=O)c1cccc(Nc2nc(-c3cccnc3)nc3ccccc23)c1	-26	x	x	x	7	-5	7	9	-52
O=C(NCc1ccco1)c1cc(-c2ccccc2)on1	11	-1	9	11	2	1	-2	-10	-1
CC(C)c1nnc(SCC(=O)NCCC2=CCCCC2)n1N	-11	-15	5	2[fluorescence artefact?]	3	-1	-3	14	2
Cc1cc(-c2ccccc2)n(-c2ccc(C(=O)NC(C)C)cc2)n1	25	x	x	x	5	-6	-3	-8	-8
CNC(=O)c1sc(-c2cccnc2)nc1C	-27	x	x	x	-2	4	-9	4	-11
N#Cc1c(SCc2ccc(Cl)cc2)sc(C(=O)c2ccccc2)c1N	8	-7	-1	-7	-4	3	1	-10	4
O=C(OCc1nnc(-c2ccccc2)o1)c1cn(-c2ccccc2)nc1-c1ccccc1	5	0	2	0	-6	6	-16	7	-8
Cc1occc1C(=O)Nc1ccccc1NC(=O)c1ccoc1C	-4	6	5	55*	-10	9	-9	-2	-13
CC(=O)Nc1ccc(S(=O)(=O)Nc2nc3ccccc3s2)cc1	-11	-5	3	-1	-13	11	-1	13	-4
Cc1cc(=O)n2nc(-c3ccccc3)sc2n1	-6	9	2	2	1	-1	2	15	-11
COc1cc(/C=N\N=C2/SC(CC(=O)O)C(=O)N2c2ccc(O)cc2)ccc1O (stereo unspecified)	10	x	x	x	-5	3	-28	-27	-58
O=C(CNCC1CCCO1)Nc1ccccc1N1CCCCCC1 (stereo unspecified)	1	-6	8	-9	-13	15	-6	11	4
COc1ccc(CN(Cc2cc3cc(OC)c(OC)cc3[nH]c2=O)C(=O)NC2CCCCC2)cc1	2	x	x	x	-5	7	-7	7	14
CSc1cccc(NC(=O)CN(C)S(=O)(=O)c2ccc(C)cc2)c1	-10	x	x	x	-5	9	23	-24	3
N#Cc1c(-c2ccc(Cl)cc2)ccn2nc(C3CCCCC3)nc12	8	12[fluorescence artefact?]	-2	8[fluorescence artefact?]	-10	10	-14	15	18
Cc1[nH]nc2c1C(c1cn[nH]c1-c1ccc(F)cc1)C(C#N)=C(N)O2 (stereo unspecified)	1	2	9	-1[fluorescence artefact?]	-7	6	-27	-2	-37
COc1ccccc1N1CCN(S(C)(=O)=O)CC1	-13	2	1	-4	4	-4	-19	-3	24
O=[N+]([O-])c1ccc(Sc2nc3ccccc3o2)c([N+](=O)[O-])c1	-20	9	7	5	4	-7	35	73*	-10
N#CC1=C2SCN(c3ccccc3)CN2C(=O)CC1c1c(Cl)cccc1Cl (stereo unspecified)	1	6	10	-6	14	-14	-9	4	-9
CCOC(=O)N1CCN(S(=O)(=O)c2ccc(OCC)c3ccccc23)CC1	18	-7	10	-5	0	0	-4	6	-59
COc1ccc(CN2CC(C(=O)NCCCN3CCN(C)CC3)CC2=O)cc1 (stereo unspecified)	4	7	4	0	0	1	-28	19	-32
O=Nc1ccc(NOC(=O)c2ccc(Br)cc2)cc1	-1	x	x	x	-1	0	-31	-4	-9
Cc1nc2c(-c3ccc(F)cc3)c(C)nn2c(C)c1CCC(=O)N1CCOCC1	4	x	x	x	-4	7	-7	7	-31
CCCCSc1nc(O)c(C2OC(=O)c3c2ccc(OC)c3OC)c(=O)n1-c1ccccc1 (stereo unspecified)	1	20	4	-8	2	1	-15	13	0

Bioassay records deposited in PubChem by several laboratories.
